# Dynein transport = dynein cargo transport inhibition; AID 1381; z-score, hits read low; actives 0.47% (n = 220,000); 3617.4 mouse cells, GR-EGFP nuclear translocation imaging; test concentration mostly 20 µM; stimulated with dexamethasone, 1 µM; stronger effect = lower value;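 active = plate z-score of nuclear minus cytoplasmic receptor signal below a set negative limit, without overly bright fluorescence or cell loss, cut at about -3.5 in these data, passing the limit was not always enough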;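 also: z-score of nuclear minus cytoplasmic ring GR-EGFP intensity difference per well; some compounds called inactive have numbers as strong as hits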
#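 Buffer or medium: tet-free, stripped-serum medium; reagent: dexamethasone at 1.0 µM final, 30 min; incubation: 48 h induction, 1 h compound, 30 min dex at 37 °C; measured by: formaldehyde fixation, Hoechst nuclear stain, 10x automated fluorescence imaging; read-out: nuclear-to-cytoplasmic GR-EGFP distribution per well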
# MT stabilizer = microtubule stabilizers in HeLa cells; HeLa tubulin immunostaining HCS, 24 h; share of cells brighter than vehicle mean+2SD; % tubulin-high responders, % at 10 µM; actives 0.83% (n = 200,000); AID 2205;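 active = plate Z-score above 3 for both tubulin-high and condensed-nucleus cell shares, with cell loss under 80%, at 10 µM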;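 also: anti alpha tubulin signal scored within the nucleus-defined area of each cell; some results filed as inactive read as strong as hits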
# HEK293 NOD2/NF-kB = inhibition of NOD2-driven NF-kB reporter – cell-based, luminescence, uHTS, HEK293 (AID 1566). HEK293 NOD2/NF-kB luciferase reporter, luminescence; higher % means a stronger effect. inhibition, % at 4 µM, or EC50 in µM where a hit was titrated. actives 0.63% (n = 290,000); in the data active = inhibition above about 50%; also: many of its hits are not listed in these tables
# Insulin prom up = MIN6 insulin promoter up-regulation. MIN6 insulin promoter-GFP reporter, high-content imaging; stronger effect = higher value. z-score at 5 µM. actives 0.3% (n = 190,000). AID 1625;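 active = z-score above 3 at 5 µM with at least 500 cells counted in the well; inconclusive = wells under 500 cells, flagged as cytotoxic or low count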
# Yfh1-off respiration = mitochondrial function rescue without frataxin homolog – Friedreich's ataxia, plus single-dose screen, dose response (AID 1465) | S. cerevisiae Yfh1-off respiration, WST-1 reduction, 72 h; higher fold induction means a stronger effect | actives 0.074% (n = 220,000) | fold induction at 50 µM, or EC50 in µM where a hit was titrated;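 active = fold induction of absorbance versus untreated yeast above a set limit, then at least 30% activation at any dose in follow-up; inconclusive = repeats straddling the limit, or above it without dose testing; inactive = fold induction below the set limit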;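 also: activators that raise dye reduction in frataxin-depleted yeast; strong numbers were not always called active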
# NOD1 NF-kB reporter = inhibition of NOD1-driven NF-kB reporter – cell-based, luminescence, uHTS, primary screen (AID 1578). NOD1-driven NF-kB luciferase reporter cells, luminescence; higher % means a stronger effect. one-dose inhibition, % at 4 µM; EC50 in µM for titrated hits. actives 1% (n = 290,000); in the data active = inhibition mostly above about 36%, no sharp cut-off; inactive = mostly below about 34%;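 also: HEK-293T reporter cells stimulated with the NOD1 agonist gamma-tri-DAP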
# M17LAP inhibition = P. falciparum M17LAP inhibitors, primary screen, biochemical, fluorogenic H-Leu-NHMec substrate, 1536-well (AID 1619) | recombinant M17LAP, H-Leu-NHMec fluorogenic kinetic assay; higher % means a stronger effect | inhibition, % at 30 µM; hits with a dose series show IC50 in µM | actives 0.38% (n = 220,000);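 active = compound inhibiting the enzyme by more than half at any dose during confirmatory dose-response retesting; inconclusive = strong single-dose inhibitors picked by rank but not retested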;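 also: plate controls were full reaction with DMSO carrier for no effect and no enzyme background for full effect; strong numbers were not always called active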
# Autophagy mod = autophagy modulation, high-content screen | MEF GFP-LC3 puncta imaging; test concentration mostly 10 µM | calls only at 10 µM (by protocol) | actives 0.98% (n = 190,000) | AID 463193;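 active = percentage of spot-positive cells more than 3 SD above its plate mean, without a fluorescence outlier flag or 80% toxicity; inconclusive = no clear call, values can overlap the other calls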;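 also: spot-positive cell cutoff set from DMSO-treated cells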
# bCat nuc transl = alters nuclear translocation of beta-catenin in HeLa cells; nuclear translocation activity, % at 5 µM; immunofluorescence imaging; actives 0.3% (n = 190,000);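 active = nuclear translocation activity above 50% at 5 µM, with a well cell count of 50 or more; inconclusive = wells under 50 cells across six images, flagged as toxic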;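 also: per-cell ratio of nuclear to cytoplasmic median beta-catenin stain intensity; plate controls were DMSO negative control for no effect and GSK-3 inhibitor IX positive control for full effect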
#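 test system = HeLa cells, endogenous beta-catenin | dosing = single 5 µM dose plus 0.02–20 µM confirmation series | times = compound treatment 24 h, 37°C, 5% CO2 | technique = beta-catenin immunofluorescence imaging with DAPI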
# Dynein transport cytoplasmic EGFP = recorded beside Dynein transport, whose call it bears; z-score; measured here: cytoplasmic GR-EGFP intensity; stronger effect = higher value
# Dynein transport nuclear GR-EGFP = further read-out of Dynein transport, marked with its call; z-score; measured here: nuclear GR-EGFP intensity;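 lower value marks the stronger effect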
# Dynein transport cell count = second read-out of Dynein transport, no call of its own (marks repeat the call); z-score; measured here: cell count per field
# Insulin prom up cell count = second read-out of Insulin prom up, no call of its own (marks repeat the call); cell count; measured here: cytotoxicity, nuclei count;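 total cells summed across four imaged fields per well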
# bCat nuc transl cell count 5 µM = also measured in bCat nuc transl; calls as there; cell count; measured here: cell count, cytotoxicity flag
# MT stabilizer Hoechst-high % = recorded beside MT stabilizer, whose call it bears; % Hoechst-high responders; measured here: nuclear condensation Hoechst responders;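 share of cells brighter than vehicle mean plus two SD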
# MT stabilizer cytotoxicity % = second read-out of MT stabilizer, no call of its own (marks repeat the call); toxicity, %; measured here: cytotoxicity by cell density;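 0% = mean cell density of plate MIN control wells and 100% = no cells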
# Autophagy mod cell loss 18 h = second read-out of Autophagy mod, no call of its own (marks repeat the call); toxicity, %; measured here: cell loss, nuclei count;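 cell loss after 18 h compound exposure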
# * = called active by the depositor; i = inactive; ? = inconclusive; / = no result given. An excerpt, so the mix of outcomes need not match the whole.
Compound	Autophagy mod	Insulin prom up	NOD1 NF-kB reporter	M17LAP inhibition	Autophagy mod cell loss 18 h	Dynein transport cytoplasmic EGFP	Dynein transport	MT stabilizer cytotoxicity %	Dynein transport nuclear GR-EGFP	Yfh1-off respiration	Dynein transport cell count	MT stabilizer Hoechst-high %	MT stabilizer	HEK293 NOD2/NF-kB	Insulin prom up cell count	bCat nuc transl	bCat nuc transl cell count 5 µM
CCNC(=S)N(Cc1ccc2c(c1)OCO2)C1CC(=O)N(c2ccc(OC)cc2)C1=O (stereo not given)	i	0.41	-12.2%	4.2%	9.4	-0.186	-0.161	10.4	-0.241	i	-0.749	1.8	3.6	-0.7%	1864	-1.7	1108
COc1ccccc1C(=O)NC(=O)OCCn1c(C)cnc1[N+](=O)[O-]	i	0.28	-45.2%	13.7%	13.9	-0.35	-0.294	8.6	-0.331	i	0.822	1.3	7.1	11.4%	1272	-2.8	1141
S=C(NCCc1ccccc1)Nc1ccc(Nc2ccccc2)cc1	i	-0.19	17.0%	-9.3%	11.0	-0.262	-0.336	8.6	-0.265	i	0.631	1.8	4.3	12.0%	1314	1.4	1013
CCOc1cc(NC(=S)NCc2ccco2)c(OCC)cc1NC(=O)CC(C)C	i	0.56	8.4%	6.8%	3.4	-0.199	-0.218	12.5	-0.0186	i	0.0563	2.1	1.8	6.5%	1219	-1.1	1014
CCC1(C)N(O)C(C)(C)C(c2ccc(OC)cc2)=[N+]1[O-] (stereo not given)	i	-0.75	1.2%	4.0%	16.1	-0.339	0.281	4.3	0.684	i	-0.82	1.6	4.4	18.3%	1121	0.4	1080
CC(=O)N1C(=S)NC(=O)/C1=C1/C(=O)N(CC(=O)Nc2cccc(C)c2)c2ccccc21	i	-0.08	8.9%	15.6%	-20.1	-0.275	-0.479	6.9	-0.707	i	0.0651	2.6	1.9	-13.6%	1367	-1.1	532
CC(=O)NCC(=O)N(c1ccccc1)C1(C(=O)NC2CCCCC2)CCCCC1	i	0.32	-9.1%	-2.3%	10.3	-0.355	-0.139	5.7	0.118	i	0.636	1.6	3.8	-1.9%	1529	4.4	1390
CC(C)OC(=O)c1cc2ccccc2[nH]1	i	/	-14.8%	0.1%	9.4	-0.183	-0.341	2.6	0.239	i	-1.5	1.4	2.7	-5.7%	/	-2.3	1252
O=C(Nc1ccon1)c1cccc(C(F)(F)F)c1	i	0.18	-11.5%	1.8%	-7.0	-0.224	-0.0966	6.0	0.354	i	0.139	2.0	3.9	2.0%	1334	0.1	1138
COc1ccc(C(=O)Nc2ccc3c(c2)Cc2ccccc2-3)cc1	i	-0.32	-11.4%	-14.2%	15.2	-0.0475	0.575	11.9	1.14	i	-0.411	2.1	1.1	9.7%	1687	-0.7	1408
COc1ccc(/C(O)=C2/C(=O)C(=O)N(CCN(C)C)C2c2ccc(F)cc2)cc1Cl (stereo not given)	i	-0.08	1.0%	20.0%	7.3	0.17	0.493	2.7	0.223	i	-0.417	2.4	2.8	12.4%	1122	-0.5	1112
Cc1c(-c2cc(C(=O)O)no2)cnn1C	i	0.36	-33.6%	-1.2%	0.9	0.435	0.657	6.8	0.636	i	-1.1	2.4	3.7	-3.6%	1623	-0.8	1618
C=CCOC(=O)C1=C(C)OC(N)=C(C#N)C1c1ccco1 (stereo not given)	/	-0.1	-1.7%	10.5%	/	-0.224	-0.498	/	0.174	i	0.694	/	/	0.6%	1049	-1.5	1249
Cn1nnnc1SCc1csc(Nc2ccccc2)n1	i	-0.31	-13.2%	10.1%	8.2	-0.108	0.189	5.6	0.554	i	0.884	2.3	4.8	-21.5%	1055	-4.7	999
CC(C)(C)c1ccc(S(=O)(=O)NCc2ccc(C(=O)N3CCCC3)cc2)cc1	i	-0.07	-14.1%	2.3%	-8.7	0.00526	-0.465	6.5	-0.0254	i	0.358	1.0	2.0	13.0%	890	/	/
CCN(CCO)C(=O)CC(c1ccccc1)c1cc(Br)ccc1O (stereo not given)	i	-0.05	10.1%	-19.9%	2.6	-0.241	-0.488	4.1	-0.283	i	-0.118	1.5	3.0	5.4%	1199	-2.3	1215
O=c1c2cc(Br)cc(Br)c2oc2nc3n(c(=O)c12)CCCS3	i	0.11	5.3%	-0.1%	-7.0	-0.115	1.16	5.4	0.7	/	-0.747	0.8	2.1	23.6%	889	/	/
NC[C@@H]1O[C@H](C23CC4CC(CC(C4)C2)C3)Cc2c1ccc(O)c2O	/	?	-4.9%	-6.3%	/	5.91	-1.89	/	-0.183	?	0.325	/	/	-24.2%	/	4.9	990
O=C(CCN1CCN(c2ccc(F)cc2)CC1)Nc1ccc(F)cc1	i	1.17	-8.2%	-0.9%	0.0	-0.225	-0.654	6.1	-0.394	i	0.685	2.2	3.4	-29.9%	1012	-4.7	684
N/C(=N/S(=O)(=O)c1ccccc1)c1cccc([N+](=O)[O-])c1	i	/	2.0%	5.0%	17.6	-0.0278	-0.281	4.2	-0.000526	i	0.467	1.3	1.2	10.1%	/	-0.9	975
O=C(c1ccccc1-c1nc2ccccc2[nH]1)N1CCOCC1	i	-0.43	11.7%	6.9%	-0.9	-0.237	-0.0598	5.7	0.297	i	0.279	3.4	2.1	28.6%	1169	2.4	1111
O=S(=O)(Nc1ccccn1)c1cccs1	i	-0.31	-14.0%	4.1%	-10.6	-0.22	2.78	9.5	1.74	i	-1.34	2.9	2.7	12.2%	1384	-0.7	1018
CCNC(=S)N1CCN=C1Nc1nc(C)cc(C)n1	i	-0.14	-35.6%	-3.5%	6.6	-0.255	1.04	1.2	0.805	i	-1.2	0.9	1.3	11.3%	1419	-0.4	1024
CCN/N=C(\Cc1nc2ccccc2[nH]1)c1ccccc1	i	0.31	-26.4%	4.2%	14.4	-0.168	-0.416	4.1	0.0894	i	-0.118	2.1	3.3	-8.7%	1289	-2.0	1091
O=C(Cn1nc(Cc2cccnc2)c2ccccc2c1=O)Nc1ccc2c(c1)OCO2	/	-0.83	1.8%	23.3%	/	-0.239	-0.573	7.0	-0.0972	i	0.542	2.4	4.8	-3.2%	1679	5.7	927
COc1ccc(CCN=C(N)NS(=O)(=O)c2ccc(F)cc2)cc1	i	-0.73	6.8%	-2.3%	-10.7	-0.314	-0.737	9.4	-0.265	i	0.384	1.4	3.7	13.9%	1282	-0.4	1057
O=c1[nH]c(CS(=O)(=O)c2ccccc2)nc2ccccc12	i	-0.05	-4.0%	-16.3%	5.1	-0.211	0.248	25.9	0.753	i	-0.768	2.4	2.7	-0.1%	1148	-0.5	540
Cc1cc2c(cc1C)CSC(c1c(O)ccc3ccccc13)SC2	i	-0.6	16.2%	7.7%	-4.9	0.344	1	9.7	0.77	i	-2.57	2.1	6.6	-2.8%	860	-0.2	1191
Cc1cc(C)c2nc(C(F)(F)F)nc(NCCCN3CCCC3=O)c2c1	i	0.64	/	-1.5%	-8.4	-0.263	-0.257	6.1	-0.303	i	0.567	2.8	4.2	7.7%	1290	/	/
Cc1cccc(NC(=O)c2ccc3ccccc3n2)n1	i	0.28	/	10.9%	-10.1	-0.18	2.36	10.5	1.82	i	-0.537	1.3	3.5	-93.4%	2005	-1.4	1070
CC(CCc1ccccc1)NC(=O)C1CCN(c2nnc(-n3cccc3)s2)CC1 (stereo not given)	i	-0.56	-18.3%	7.8%	10.6	-0.164	0.801	5.6	0.769	i	0.0922	2.3	3.3	-24.8%	1688	-1.1	1103
Cc1ccn2cc(C(=O)NC3CCN(Cc4ccccc4)CC3)nc2c1	i	-0.4	-17.0%	-1.7%	-16.9	-0.184	0.24	7.9	0.165	i	-0.0373	2.2	1.4	1.6%	1149	-0.2	926
CCN=c1scc(-c2ccco2)n1/N=C/c1ccc(O)cc1	i	/	-55.8%	16.8%	4.2	0.283	1.55	9.7	0.488	i	-1.3	1.5	1.3	-43.0%	/	/	/
CCCn1nc(NC(=O)c2ccco2)c2cc3ccccc3nc21	i	0.15	38.5%	-2.0%	-18.2	-0.299	1.04	0.3	0.504	i	0.0401	1.3	5.4	25.1%	1541	-5.1	1144
Cc1cc(-c2nc(-c3ccc(C(C)(C)C)cc3)no2)no1	/	/	-4.3%	2.6%	/	-0.152	0.621	/	0.107	i	-0.67	/	/	-66.3%	/	-5.3	1160
N#Cc1c(-c2ccccc2)nc(SCC(=O)Nc2ccccc2)[nH]c1=O	i	-0.09	-12.5%	?	1.9	0.477	0.425	2.0	0.527	i	-0.442	1.6	2.4	20.1%	1437	-2.1	1133
O=C(O)C1CSC(c2ccccc2Cl)N1C(=O)c1ccc(Cl)cc1 (stereo not given)	i	0.84	-19.2%	12.6%	2.6	-0.327	-0.392	5.4	-0.546	i	0.361	2.1	2.2	1.1%	1273	-0.4	612
O=C(O)c1cc(/C=C/c2ccc(N3CCOCC3)cc2)nc2ccccc12	i	-0.04	-8.1%	12.9%	-1.0	1.71	-0.154	4.9	-0.275	i	-0.118	2.1	1.8	-12.9%	1236	-1.4	1089
O=C(c1ccccc1-c1nc(-c2ccc(Cl)cc2)no1)N1CCCC1	i	0.03	-31.6%	4.4%	-4.2	-0.125	1.12	5.2	1.46	i	-2.21	2.3	3.0	-44.3%	1299	-1.3	1204
CCOc1ccc(NC(=S)N2CCN(CCN3C(=O)c4cccc5cccc(c45)C3=O)CC2)cc1	i	/	4.6%	21.1%	-13.3	-0.203	1.37	11.3	0.706	i	-0.106	2.6	4.9	-59.1%	/	-5.8	1048
